FBPA Giardia inh = blocks Giardia fructose-bisphosphate aldolase activity; A8B2U2; purified Giardia FBPA; Potency, µM (top dose mostly 59.6 µM), inactives show at the highest dose activity, negative = inhibition, usual class: inhibitors; hit rate 0.71% among 290,000; further: potency means the concentration at half of the fitted maximal effect; nearly all actives have a fitted effect of over 55% in size
Target sequence (A8B2U2 whole entry, looked up): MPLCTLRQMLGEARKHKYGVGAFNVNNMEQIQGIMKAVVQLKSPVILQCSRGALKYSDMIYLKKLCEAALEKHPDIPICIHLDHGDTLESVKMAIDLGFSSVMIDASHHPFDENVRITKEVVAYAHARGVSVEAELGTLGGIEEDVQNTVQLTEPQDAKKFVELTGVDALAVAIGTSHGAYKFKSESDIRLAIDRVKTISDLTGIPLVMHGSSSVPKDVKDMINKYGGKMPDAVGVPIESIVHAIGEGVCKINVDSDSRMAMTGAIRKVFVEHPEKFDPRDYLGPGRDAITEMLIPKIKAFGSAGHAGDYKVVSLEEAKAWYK
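Giardia FBPA (40 nM reagent) was preincubated 10 min at RT with compound (up to 57.5 uM final), then substrate plus GAPDH/TPI/NAD/arsenate coupling system with diaphorase/resazurin was added; resorufin fluorescence (525/598 nm) was read after 20 min.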
HCV inhibitor = inhibitors of hepatitis C virus infection; Huh7.5.1 HCVcc-Cre infection, luciferase reporter, 44 h; Potency, µM (titrated, usually from 41.8 µM), for the others: top-dose activity change, negative = inhibition, actives largely listed as inhibitors; hit rate 3.4% among 340,000; further: potency means the concentration at half of the fitted maximal effect
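Cells (1,000/well) were plated 4 h before compound, then infected with HCVcc-Cre virus (~0.5 moi). After 44 h further culture, infection was read as luciferase luminescence following a 15 min substrate incubation at room temperature.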
AmpC detergent = blocks E. coli AmpC beta-lactamase in detergent assay. hit rate 0.041% among 370,000. AmpC hydrolysis of nitrocefin, absorbance 480 nm, 0.01% Triton. P00811. AID 485294. Potency, µM (titrated, usually from 114 µM), for inactives: at the highest dose activity change, negative = inhibition, most hits filed as inhibitors;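 further: potency means the concentration at half of the fitted maximal effect; 0% = no-compound wells and -100% = no-enzyme wells; nearly all actives have a fitted effect of over 25% in size; some results filed as inactive show a strong effect at the top dose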
Target sequence (P00811 whole entry, looked up): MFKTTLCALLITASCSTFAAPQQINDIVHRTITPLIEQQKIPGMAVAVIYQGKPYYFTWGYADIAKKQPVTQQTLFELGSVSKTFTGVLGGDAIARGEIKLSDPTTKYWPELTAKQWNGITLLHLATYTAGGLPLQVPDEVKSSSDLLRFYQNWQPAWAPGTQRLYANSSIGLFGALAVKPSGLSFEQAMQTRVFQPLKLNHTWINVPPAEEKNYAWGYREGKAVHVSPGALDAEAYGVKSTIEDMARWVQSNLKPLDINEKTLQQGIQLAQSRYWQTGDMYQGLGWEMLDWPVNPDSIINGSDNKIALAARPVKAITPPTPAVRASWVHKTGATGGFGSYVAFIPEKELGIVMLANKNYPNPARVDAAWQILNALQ
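20 mM phosphate pH 7.0 + 0.01% (detergent screen) or 0.0001% Triton X-100; 5.3 nM AmpC reagent; cpd preinc 15 min RT; nitrocefin (800 uM stock) to start; A480 q20 s × 4 min; Activity was normalised to no-enzyme and no-compound control wells.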
HCMV antiviral = human cytomegalovirus inhibition; AID 1259415; hit rate 4.5% among 410,000; HFF cells, HCMV-luciferase reporter, 72 h; active compounds read low; activity change, negative = inhibition, % at 57.5 µM; in the data active means activity change below about -60%; inconclusive means no clear call, values can overlap the other calls; inactive means above about -39%
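Cell-based, HFFs, 1000 cells/well, 16 h 37C; cpds in DMSO + HCMV-luc, MOI 1 PFU/cell; 72 h 37C; OneGlo luminescence after 5 min RT; norm. to buffer vs Salinomycin 10uM.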
AMA1 RON2 block = inhibitors of Plasmodium falciparum AMA1-RON2 interaction; AlphaScreen AMA1-biotinylated RON2 peptide binding; Potency, µM (series often up to 58.2 µM), without a hit: at the highest dose activity change, negative = inhibition, hits mostly inhibitors; hit rate 0.2% among 360,000; AID 720542;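 further: potency means the concentration at half of the fitted maximal effect; 0% = vehicle wells and -100% = peptide control; nearly all actives have a fitted effect of over 45% in size; some results filed as inactive show a strong effect at the top dose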
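AMA1 (3D7) with his tag at 25 nM final met compounds first, then biotinylated RON2 peptide at 25 nM; detection used donor plus acceptor beads, 10 µg/mL apiece, read by AlphaScreen after 30 min at room temperature.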
Sm TGR inh = blocks Schistosoma mansoni thioredoxin glutathione reductase. purified TGR, DTNB reduction, TNB absorbance 405 nm. Potency, µM (highest dose often 114 µM), inactives show at the highest dose activity change, negative = inhibition, usual class: inhibitors. hit rate 3% among 360,000. AID 485364. Q962Y6; further: potency means the concentration at half of the fitted maximal effect; nearly all actives have a fitted effect of over 60% in size
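TGR 20 nM + NADPH 100 uM (dispensed conc.), cpd preinc 15 min RT; start with NADPH (500 uM addition) then DTNB (15 mM addition). Kinetic TNB absorbance, 405 nm filter. Four-parameter Hill fit across titration.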
An asterisk follows results filed as active; u = inconclusive; x = no result given; [ ] = dose if it differs, or a comment. Unless noted, the call rests on the fitted dose curve; in most records, active means well fitted curve in the direction sought with a large enough effect; inconclusive means small, poorly fitted or top-dose-only effect, or another doubt; inactive means no such curve, though single readings can be large; an effect the other way counts as inactive or inconclusive. Unless noted, on the % scale 0 is the no-effect control and ±100 the full control effect.

SMILES	FBPA Giardia inh	HCV inhibitor	AmpC detergent	HCMV antiviral	AMA1 RON2 block	Sm TGR inh
COc1cc(NC(=O)c2cccnc2)ccc1NC(=O)c1ccccc1Cl	-3%	-24%	u	-18	-1%	2%
COc1ccccc1C(=O)NNC(=O)c1cccc([N+](=O)[O-])c1	-20%	13%	3%	8	7%	x
Cc1ccc(S(=O)(=O)c2c(Nc3ccc(C)c(C)c3)sc(C(=O)c3ccc4c(c3)OCO4)c2N)cc1	x	x	u	-4	x	-9%
CC1(O)CC(=O)N(c2ccccc2)O1 (centres undefined)	-4%	5%	u	2	4%	-26%
CCOC(=O)c1c(NC(=S)Nc2cccnc2)sc(C)c1C	-4%	9%	-2%	3	47%[activator]	u
CCOc1cc(C(=O)CCC(=O)OCC(=O)Nc2ccc(F)cc2)ccc1O	x	6%	-8%	-19	22%	-15%
Cc1ccc2c(c1)N(CC(=O)N1CCCCC1c1cccnc1)C(=O)CO2 (centres undefined)	2%	9%	-8%	17	16%	4%
COc1ccc(NC(=O)c2ccco2)cc1NC(=O)c1ccccc1	-1%	-14%	-13%	-25	10%	0%
COc1cc(NC(=O)CSc2nc3ccccc3nc2Cc2ccccc2OC)cc(OC)c1	x	x	-4%	-22	x	-5%
O=C(NCC1CC1)c1cc(-c2ccccc2)nn1CC1CC(c2cccnc2)=NO1 (centres undefined)	x	-6%	x	-9	5%	x
COc1ccc2cc(C3=CCCCC3)ncc2c1	x	-16%	2%	161	26%	-5%
CCCOc1ccc(C(=O)Nc2cc3c(cc2N2CCCCC2)n(C)c(=O)n3C)cc1	x	x	21%	-4	x	-14%
O=C(Cn1c(=O)oc2cc(S(=O)(=O)N3CCc4ccccc43)ccc21)NC1CCCC1	1%	u	u	u	-4%	8%
COc1cccc(C(=O)Nc2cccc(SC)c2)c1	-14%	-23%	u	113	-2%	3%
COc1ccccc1NC(=O)Cn1c(=O)c(CNc2ccccc2)cc2cc(OC)c(OC)cc21	x	x	2%	-10	x	u
COc1cccc(N2CCN(c3nc(-c4ccccc4C)cc(=O)[nH]3)CC2)c1	15%	u	0%	-98*	-1%	-28%
CCOC(=O)c1c(C)[nH]c(C(=O)CSc2nnc(-c3ccncc3)n2CC)c1C	-16%	u	-1%	-30	-8%	0%
COc1ccc(-c2nnc(SCC(=O)Nc3cccc(Cl)c3C)nc2-c2ccc(OC)cc2)cc1	x	x	3%	2	x	-6%
CC(C)COc1ccc(-c2cc(C(=O)NN)[nH]n2)cc1	0%	-1%	u	113	94%[activator]	-6%
COCCn1ccc2c(OCC(=O)NCCc3ccc(OC)c(OC)c3)cccc2c1=O	x	-5%	-13%	-26	9%	6%
Cc1ccc(S(=O)(=O)N2CCN(C(=O)COC(=O)COc3ccc(Cl)c(C)c3)CC2)c(C)c1	x	13%	x	4	-21%[11.6 µM]	x
Cc1cc(NS(=O)(=O)c2ccc(NC(=O)c3cc4ccccc4o3)cc2)no1	14%	x	u	x	x	0%
CN(C)S(=O)(=O)c1ccc(C(=O)NCc2nnc(SCC(=O)N3CCCCCC3)o2)cc1	x	-4%[8.37 µM]	1%	u	15%	-21%
O=C(CSc1ncccc1C(=O)O)c1ccc2ccccc2c1	16%	-8%	1%	49	3%	6%
NC(=O)C1CCN(C(=O)CNC(=O)c2ccc(Br)o2)CC1	x	40%[activator]	0%	-14	-6%	1%
COc1cccc(CNC(=O)Cn2cc([N+](=O)[O-])cn2)c1	5%	22%	-14%	0	-2%	1%
O=[N+]([O-])c1ccc(Cl)c(Cl)c1Cl	x	17%	8%	-9	5%	-17%
CCCn1c(=O)c2sccc2n2c(CCCC(=O)Nc3ccc(Oc4ccccc4)cc3)nnc12	x	x	11%	-61*	x	3%
CC(=O)Nc1ccc2nc(N)sc2c1	x	35%[activator]	x	99	7%	x
COc1cccc(C(=O)Nc2nc3ccccc3[nH]2)c1	-16%	-15%	-16%	-14	100%[activator]	8%
CCCC1=C(C(=O)OCC)C(c2ccc(N(C)C)cc2)n2ncnc2N1 (centres undefined)	-16%	12%	2%	86	-29%	3%
Nc1c(C(=O)N2CCCCC2)sc(=S)n1-c1ccccc1	-10%	1%	u	-5	-11%	-3%
CN1CCN(S(=O)(=O)c2cccc(C(=O)Oc3ccc(Br)cc3F)c2)CC1	x	6%	2%	x	-2%	-18%
Cc1cccc(C)c1OCCNC(=O)C(=O)NCc1ccco1	5%	-9%	-3%	-23	-29%	6%
CCC1CN(C(=O)N2CCC(C(=O)Nc3ccccc3OC)CC2)c2ccccc2O1 (centres undefined)	x	u	-3%	-32	9%	-11%
Cc1ccc(NC(=O)ON=C2CCCC2)cc1	3%	3%	-8%	-6	9%	5%

Record cards, as listed above. Screens in order: FBPA Giardia inh | HCV inhibitor | AmpC detergent | HCMV antiviral | AMA1 RON2 block | Sm TGR inh
Cc1cccc(C)c1OCCNC(=O)C(=O)NCc1ccco1 is listed with 5% | -9% | -3% | -23 | -29% | 6%
O=[N+]([O-])c1ccc(Cl)c(Cl)c1Cl is listed with x | 17% | 8% | -9 | 5% | -17%
CCCn1c(=O)c2sccc2n2c(CCCC(=O)Nc3ccc(Oc4ccccc4)cc3)nnc12 is listed with x | x | 11% | -61* | x | 3%
COc1cccc(CNC(=O)Cn2cc([N+](=O)[O-])cn2)c1 is listed with 5% | 22% | -14% | 0 | -2% | 1%

(listing goes on)
SMILES	FBPA Giardia inh	HCV inhibitor	AmpC detergent	HCMV antiviral	AMA1 RON2 block	Sm TGR inh
Cc1ccc(S(=O)(=O)N2CCN(C(=O)c3ccccc3-c3nc4ccccc4s3)CC2)c(C)c1	x	-20%	-20%	-27	17%	-4%
O=C(Cc1ccc(-n2c(=S)[nH]c3ccccc3c2=O)cc1)N1CCN(c2ccccc2)CC1	4%	10%	-1%	-30	21%	1%
CCCCC(CC)CN=C(N)NC(N)=NCCCCCCN=C(N)NC(N)=NCC(CC)CCCC (centres undefined)	0%	u	u	x	60%[activator]	-18%
CC(=O)Nc1ccc(-n2cnnn2)cc1	5%	9%	u	40	-14%	-27%
COC(=O)c1cc(NC(=O)c2ccc(C)cc2)c(=O)oc1C	6%	-7%	3%	u	2%	-3%
CN(CC(=O)NCC(c1ccccc1)N1CCCC1)S(=O)(=O)c1ccc(Cl)cc1 (centres undefined)	x	u	u	-19	3%[11.6 µM]	-27%
Cc1cc2c(c(=O)n1CCN(C)C)C(c1ccc(Cl)cc1)C(C#N)=C(N)O2 (centres undefined)	5%	14%	u	-6	-2%	2%
CCOCc1c(C(=O)N2CCN(Cc3ccc(Br)s3)CC2)oc2ccccc12	x	u	-7%	25	-1%	-1%
O=C(NN=Cc1cccc([N+](=O)[O-])c1)c1cccc2ccccc12	x	0%	x	-9	-11%	x
Cc1ccc(-c2onc(C)c2C)cc1S(=O)(=O)NCc1ccc(N(C)C)cc1	x	x	5%	u	x	2%
COc1cccc(-c2nn(-c3ccc(C)cc3)cc2C(=O)N2CCN(C3CCS(=O)(=O)C3)CC2)c1 (centres undefined)	x	-8%	14%	-4	-1%	-3%
Cc1ccc(CNC(=O)C2CC(c3cccc([N+](=O)[O-])c3)=NO2)o1 (centres undefined)	0%	1%	0%	6	3%	32µM*
CCOc1ccc(Nc2nc3cc(S(=O)(=O)N(CC)CC)ccc3o2)cc1	-9%	10µM*	-2%	x	5%	7%
COc1ccc(-c2nn(CCC#N)cc2C(=O)NCc2ccccc2)cc1	3%	0%	-11%	-23	-6%	6%
COc1ccccc1OCCC(=O)OCC(=O)Nc1ccc(Br)cc1	6%	-2%	-4%	36	15%	-5%
CC(=O)c1cc2c(cc1NS(=O)(=O)c1ccccc1Br)OCO2	2%	-21%	4%	-12	-3%	-5%
CN(C)CC(C(=O)Cc1ccccc1)c1ccccc1 (centres undefined)	x	9%	x	-97*	18%	x
O=C(c1cc(=O)c2cc(Cl)ccc2o1)N(Cc1ccccc1)C1CCS(=O)(=O)C1 (centres undefined)	x	x	7%	15	x	-2%
O=C(NCCOc1ccccc1Cl)c1cccc2c1C(=O)c1ccc(Cl)cc1S2(=O)=O	x	9%	5%	10	-5%	-9%
CSCCC(=O)N1CCCC(CO)(CCCc2ccccc2)C1 (centres undefined)	12%	3%	-10%	43	-8%	-4%
O=C1c2cccc3cccc(c23)N1Cc1cccc(F)c1	7%	-9%	-7%	-4	137%[activator]	-1%
CCCCOC(=O)C1[C@H]2C(=O)N(c3ccccc3CC)C[C@]23C=C[C@H]1O3 (some centres undefined)	2%	20%	-17%	-12	0%	-31%
CN(C)S(=O)(=O)c1ccc(C(=O)NCc2ccccn2)cc1	-3%	15%	-1%	u	77%[activator]	0%
O=C(Cn1cc2c(n1)CCCC2)NCc1ccccn1	-1%	24%	-16%	32	134%[activator]	-7%
COc1ccc(CN(CC2CCCO2)S(=O)(=O)c2ccc(-n3cnnn3)c(OC)c2)cc1 (centres undefined)	0%	-5%	-1%	-3	2%	13%
O=C(NCc1nc2ccccc2[nH]1)C1=C[C@@H](c2ccccc2)C[C@@H](OCc2ccc(CO)cc2)O1	0%	u	8%	5	28%	9%
Cc1c(O)c2c(=O)n(-c3ccccc3)c(-c3ccccc3)cc2oc1=O	3%	-2%	u	31	27%	-2%
CCOc1ccc(C2C=C(c3ccc(C)cc3)Nc3ncnn32)cc1 (centres undefined)	-5%	x	-11%	x	x	u
COc1cccc(/C=N/NC(=O)c2cccc3ccccc23)c1OC	x	-26%	x	105	1%	x
COc1ccc(CCn2c(=N)c(C(=O)NCC3CCCO3)cc3c(=O)n4cccc(C)c4nc32)cc1OC (centres undefined)	16%	u	-11%	x	0%	1%
CCOCCCn1c(SCC(=O)NC(C)C)nc2ccccc2c1=O	-7%	14%	u	-107*	3%	-26%
c1coc(-c2ccnc3ncnn23)c1	11%	25%	-4%	1	0%	-2%
O=C(NCCCN1CCN(c2ccc(F)cc2)CC1)c1cccc(N2CCCC2=O)c1	4%	-6%	-5%	11	35%[activator]	7%
Cc1ccc(Nc2nnc(-c3ccc(C)c(S(=O)(=O)NCc4nc5ccccc5[nH]4)c3)c3ccccc23)cc1	x	x	-3%	12	x	2%
COc1ccc(C2NC(=O)NC(O)(C(F)(F)F)C2C(=O)c2ccc(F)cc2)cc1 (centres undefined)	5%	-1%	-7%	9	6%	45µM*
CCOC(=O)C1CCN(CC(=O)Nc2cc(S(=O)(=O)N3CCCCC3)ccc2Cl)CC1	x	u	-20%	-20	-14%	1%
CCN1CCN(c2c(Cl)cccc2NC(=O)c2ccc([N+](=O)[O-])cc2)CC1	-3%	-11%	-1%	13	-10%	-2%
Cn1c(CNc2cccc(C(F)(F)F)c2)n[nH]c1=S	-4%	8%	-4%	-1	99%[activator]	43%[activator]
CN(CCNC(=O)CN1C(=O)CSc2ccc(S(=O)(=O)N3CCCC3)cc21)Cc1ccccc1	2%	-13%	2%	-11	-7%	6%
